UBC9 SUMO inh: inhibitors of in vitro SUMOylation cascade, primary screen, biochemical, HTRF, uHTS | hit rate 0.36% among 290,000 | inhibition, % at 35 µM | AID 2006, 2009 | HTRF SUMOylation assay, SAE1/SAE2 + UBC9 | SUMO-conjugating enzyme UBC9 (Homo sapiens), P63279; in the data active = inhibition above about 50%, passing the limit was not always enough; also: strong numbers were not always called active
Target sequence (P63279 whole entry, looked up): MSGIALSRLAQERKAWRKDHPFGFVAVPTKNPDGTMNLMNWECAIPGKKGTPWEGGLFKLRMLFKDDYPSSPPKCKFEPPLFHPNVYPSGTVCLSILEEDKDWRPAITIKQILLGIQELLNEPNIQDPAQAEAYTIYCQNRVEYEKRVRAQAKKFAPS
MEKK2wt PB1 HTS: modulators of MEK5 binding to wildtype MEKK2, primary screen, biochemical, multiplex bead flow cytometry, Alexa488-MEK5; Alexa488-MEK5 binding to MEKK2 WT; actives lie on both sides; hit rate 1.1% among 290,000; binding response (% of control), % at 10 µM; Mitogen-activated protein kinase kinase kinase 2 (Homo sapiens), Q9Y2U5; in the data active = binding response below about 67% or above about 130%
MEKK2 mut-MEK5: MEK5 binding signal on mutant MEKK2 PB1, primary screen, biochemical, multiplex bead flow cytometry, Alexa488-MEK5. hit rate 0.35% among 290,000. percent response, % at 10 µM. Alexa488-MEK5 binding to MEKK2 mutant. AID 1530, 2009; in the data active = percent response above about 24%, passing the limit was not always enough; also: inactives centre near 1; some results filed as inactive read as strong as hits
PfM18AAP inh: PfM18AAP inhibitors, malaria aminopeptidase, primary screen, biochemical, QFRET, recombinant enzyme | inhibition, % at 7.35 µM | hit rate 1.2% among 290,000 | H-Glu-NHMec fluorogenic cleavage;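 active = inhibition above the campaign mean inhibition over all tested compounds plus 3 SD, cut at about 28% in these data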;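 also: 0% = plate median of test compound wells and 100% = 2 mM ZnCl2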
IMP-1 inh: IMP-1 metallo-beta-lactamase inhibitors, primary screen, biochemical, epi-absorbance readout, Pseudomonas aeruginosa enzyme; metallo-beta-lactamase IMP-1 (Pseudomonas aeruginosa); purified IMP-1, nitrocefin hydrolysis, epi-absorbance fluorescence; inhibition, % at 5.6 µM; hit rate 0.45% among 290,000;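 active = inhibition above the mean plus 3 SD of all compounds in the same screening run, cut at about 4.5% in these data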;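 also: 0% = IMP-1 with DMSO and 100% = DMSO wells lacking enzyme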
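System: purified IMP-1; amount: IMP-1 0.2 nM before substrate addition; compound: single dose, 5.6 µM; times: 25 °C, 15 min preincubation, 25 min reaction; signal: Epi-absorbance via hydrolysed-nitrocefin quenching of white-plate fluorescence, 480/530 nm, EDTA stop; benchmarks: DMSO with and without IMP-1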
VIM-2 inhibitor: VIM-2 metallo-beta-lactamase inhibitors, primary screen, biochemical, epi-absorbance readout, Pseudomonas aeruginosa enzyme | inhibition, % at 5.6 µM | hit rate 0.89% among 290,000 | purified VIM-2, nitrocefin hydrolysis, epi-absorbance fluorescence | AID 1527, 2009;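 active = inhibition above the mean of all tested compounds plus 3 SD, cutoff set per screening run, cut at about 7.5% in these data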;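 also: red hydrolysis product quenches plate fluorescence so inhibitors raise well fluorescence; 0% = enzyme with DMSO and 100% = DMSO without enzyme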
FID counter: compounds displacing fluorescent DNA intercalator, primary screen, artefact control for HCV NS3 helicase inhibitor project, biochemical, FID fluorescence; DNA fluorescent intercalator displacement; inhibition, % at 7.9 µM; hit rate 0.17% among 290,000; AID 1845, 2009; in the data active = inhibition above about 37%;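 also: 0% = vehicle and 100% = reference compound; higher means more ethidium bromide displaced from hairpin DNA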
HCV NS3 hel inh: inhibitors of HCV NS3 helicase, primary screen, biochemical, Cy5 molecular beacon fluorescence; Hepatitis C virus NS3 helicase; NS3 helicase DNA unwinding; inhibition, % at 10.9 µM; hit rate 0.56% among 290,000; AID 1800, 2009;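 active = inhibition above the mean of all tested compounds plus 3 SD, set per campaign, cut at about 35% in these data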;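 also: 0% = DMSO wells and 100% = thioflavine S control wells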
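System: Hepatitis C virus NS3 helicase domain fragment enzyme | Reagent: Annealed dual-labelled DNA beacon duplex, ATP-started | Compound dosing: 10.9 µM single point, 0.8% DMSO | Incubation: 1 h reaction at 25 °C, ATP-initiated | Technique: Cy5 fluorescence | Evaluation: Percent inhibition from t60/t0 fluorescence ratio | Benchmarks: Low DMSO, high thioflavine S at 110 µM | Replication: Singlicate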
NALP1 inh: NALP1 inflammasome inhibitors in reconstituted yeast, colorimetric, S. cerevisiae, triplicate retest | S. cerevisiae NALP1/ASC/caspase-1 growth, X-gal OD620, 72 h | hit rate 0.61% among 280,000 | AID 2071, 2009 | inhibition, % at 10 µM; in the data active = inhibition mostly above about 24%, no sharp cut-off; inactive = mostly below about 32%; also: some compounds called inactive have numbers as strong as hits
Starred values were filed as active, the others as inactive.

For COc1ccc(CN(C(=O)c2snc(C(N)=O)c2N)C(C(=O)NC2CCCC2)c2ccc(OC)c(OC)c2)cc1 (stereo not drawn) the results were UBC9 SUMO inh 1, MEKK2wt PB1 HTS 98, MEKK2 mut-MEK5 -3, PfM18AAP inh -2, IMP-1 inh -1.6, VIM-2 inhibitor -0.8, FID counter -39, HCV NS3 hel inh -8 and NALP1 inh 7.
For CCN(CC)C(=O)c1cncc(C(=O)N(CC)CC)c1-c1ccccc1 the results were UBC9 SUMO inh 2, MEKK2wt PB1 HTS 99, MEKK2 mut-MEK5 0, PfM18AAP inh 2, IMP-1 inh -0.9, VIM-2 inhibitor -1.0, FID counter -5, HCV NS3 hel inh -1 and NALP1 inh 21.
`CCOC(=O)c1c(-c2ccccc2Cl)csc1NC(=O)c1cc(S(=O)(=O)N2CCOCC2)ccc1C` gave UBC9 SUMO inh -8, MEKK2wt PB1 HTS 97, MEKK2 mut-MEK5 -2, PfM18AAP inh 7, IMP-1 inh 0.0, VIM-2 inhibitor -0.3, FID counter -13, HCV NS3 hel inh -1 and NALP1 inh 27.
Screening CS/C(=N\N(C)C(N)=O)c1ccccc1 returned UBC9 SUMO inh -2, MEKK2wt PB1 HTS 96, MEKK2 mut-MEK5 -3, PfM18AAP inh 0, IMP-1 inh -3.2, VIM-2 inhibitor -0.3, FID counter 3, HCV NS3 hel inh 6 and NALP1 inh 20.
For COC(=O)c1ccc(S(=O)(=O)N2CCc3ccccc3C2)cc1 the results were UBC9 SUMO inh -8, MEKK2wt PB1 HTS 105, MEKK2 mut-MEK5 2, PfM18AAP inh 3, IMP-1 inh 2.0, VIM-2 inhibitor 0.3, FID counter -17, HCV NS3 hel inh 15 and NALP1 inh 17.
COc1ccc(N2CCN(CCNC(=O)Nc3ccc(C)cc3Cl)CC2)cc1 was read as UBC9 SUMO inh -6, MEKK2wt PB1 HTS 104, MEKK2 mut-MEK5 -1, PfM18AAP inh -1, IMP-1 inh 0.0, VIM-2 inhibitor 2.6, FID counter 24, HCV NS3 hel inh -37 and NALP1 inh 35.
`NC(=O)Cc1ccc2c(c1)[nH]c1ccccc12` gave UBC9 SUMO inh 8, MEKK2wt PB1 HTS 90, MEKK2 mut-MEK5 -14, PfM18AAP inh 6, IMP-1 inh 0.1, VIM-2 inhibitor 0.6, FID counter -3, HCV NS3 hel inh 13 and NALP1 inh 22.
For COc1ccc(CC(=O)Nc2cccc(-c3ccc4nnc(C)n4n3)c2)cc1 the results were UBC9 SUMO inh 29, MEKK2wt PB1 HTS 105, MEKK2 mut-MEK5 -1, PfM18AAP inh -1, IMP-1 inh -3.2, VIM-2 inhibitor 4.2, FID counter -8, HCV NS3 hel inh -6 and NALP1 inh 2.
`Cc1ccc(-c2cc(C(=O)O)c3sc(N4CCCCC4)nc3n2)cc1` gave UBC9 SUMO inh 25, MEKK2wt PB1 HTS 97, MEKK2 mut-MEK5 -1, PfM18AAP inh 8, IMP-1 inh 0.3, VIM-2 inhibitor -1.9, FID counter -19, HCV NS3 hel inh 17 and NALP1 inh 26.
Screening Cc1ccc(S(=O)(=O)Cn2nnnc2C(c2ccccc2)N2CCN(c3ccccc3)CC2)cc1 (stereo not drawn) returned UBC9 SUMO inh 10, MEKK2wt PB1 HTS 100, MEKK2 mut-MEK5 4, PfM18AAP inh -4, IMP-1 inh -1.4, VIM-2 inhibitor -1.3, FID counter -2, HCV NS3 hel inh -3 and NALP1 inh -3.
For CCOC(=O)N1CCN(C(=O)C2CC(c3ccc(F)cc3)=NO2)CC1 (stereo not drawn) the results were UBC9 SUMO inh -3, MEKK2wt PB1 HTS 92, MEKK2 mut-MEK5 -1, PfM18AAP inh -12, IMP-1 inh -4.0, VIM-2 inhibitor 0.1, FID counter -10, HCV NS3 hel inh 8 and NALP1 inh -19.
COc1ccc(CCNC(=O)C2CCN(S(=O)(=O)c3ccc(Cl)cc3)CC2)cc1OC was read as UBC9 SUMO inh 2, MEKK2wt PB1 HTS 88, MEKK2 mut-MEK5 5, PfM18AAP inh -5, IMP-1 inh -1.7, VIM-2 inhibitor -2.4, FID counter -25, HCV NS3 hel inh 1 and NALP1 inh 50.
For O=C(O)CC(NC(=O)C1c2ccccc2Oc2ccccc21)c1ccc(Cl)cc1 (stereo not drawn) the results were UBC9 SUMO inh 10, MEKK2wt PB1 HTS 100, MEKK2 mut-MEK5 2, PfM18AAP inh 10, IMP-1 inh -1.3, VIM-2 inhibitor 0.1, FID counter -31, HCV NS3 hel inh 23 and NALP1 inh 6.
`CCOCC(=O)OCC(=O)Nc1cc(OC)c([N+](=O)[O-])cc1C` gave UBC9 SUMO inh 6, MEKK2wt PB1 HTS 105, MEKK2 mut-MEK5 0, PfM18AAP inh 0, IMP-1 inh -4.2, VIM-2 inhibitor -5.3, FID counter -4, HCV NS3 hel inh 6 and NALP1 inh 4.
For Cc1nn(-c2nc(-c3ccco3)cc(C(F)(F)F)n2)c(C)c1Cl the results were UBC9 SUMO inh 3, MEKK2wt PB1 HTS 101, MEKK2 mut-MEK5 4, PfM18AAP inh 2, IMP-1 inh -0.4, VIM-2 inhibitor -4.6, FID counter 2, HCV NS3 hel inh -6 and NALP1 inh 12.
For CCn1c(SCC(=O)Nc2ccccc2C(=O)OC)nnc1-c1cccc(C)c1 the results were UBC9 SUMO inh 8, MEKK2wt PB1 HTS 111, MEKK2 mut-MEK5 7, PfM18AAP inh -12, IMP-1 inh 1.8, VIM-2 inhibitor -1.6, FID counter -35, HCV NS3 hel inh 1 and NALP1 inh 33.
Screening COCCNc1nc2ccccc2nc1NS(=O)(=O)c1ccc(C)cc1C returned UBC9 SUMO inh 18, MEKK2wt PB1 HTS 101, MEKK2 mut-MEK5 8, PfM18AAP inh -4, IMP-1 inh -5.1, VIM-2 inhibitor -1.7, FID counter -10, HCV NS3 hel inh -7 and NALP1 inh -2.
CCOC(=O)N1CCN(C(=O)CN(Cc2ccc(Cl)cc2)S(C)(=O)=O)CC1 was read as UBC9 SUMO inh 8, MEKK2wt PB1 HTS 107, MEKK2 mut-MEK5 16, PfM18AAP inh -2, IMP-1 inh -2.1, VIM-2 inhibitor -3.1, FID counter -24, HCV NS3 hel inh -3 and NALP1 inh -11.
COc1ccccc1NC(=O)C(C)Nc1ccc(C)c(Cl)c1 (stereo not drawn) was read as UBC9 SUMO inh -13, MEKK2wt PB1 HTS 95, MEKK2 mut-MEK5 -8, PfM18AAP inh -11, IMP-1 inh -1.9, VIM-2 inhibitor -1.2, FID counter -21, HCV NS3 hel inh 2 and NALP1 inh 1.
For CCOc1ccc(Cl)cc1S(=O)(=O)N1CCC(C(=O)NCc2ccncc2)CC1 the results were UBC9 SUMO inh -14, MEKK2wt PB1 HTS 96, MEKK2 mut-MEK5 -6, PfM18AAP inh -4, IMP-1 inh -4.3, VIM-2 inhibitor -1.9, FID counter -15, HCV NS3 hel inh 11 and NALP1 inh 24.
O=C(Cn1c(=O)cnc2ccccc21)N1CCCc2ccccc21 was read as UBC9 SUMO inh 8, MEKK2wt PB1 HTS 95, MEKK2 mut-MEK5 -5, PfM18AAP inh -11, IMP-1 inh 0.3, VIM-2 inhibitor 0.1, FID counter -15, HCV NS3 hel inh 14 and NALP1 inh 22.
For CC(C)c1nnc(NC(=O)CCS(=O)(=O)c2nc(-c3cccs3)cc(C(F)(F)F)n2)s1 the results were UBC9 SUMO inh 6, MEKK2wt PB1 HTS 102, MEKK2 mut-MEK5 1, PfM18AAP inh -6, IMP-1 inh -1.6, VIM-2 inhibitor 0.3, FID counter -1, HCV NS3 hel inh -1 and NALP1 inh -6.
Screening CC(=O)N1CCCc2cc(S(=O)(=O)Nc3ccc4c(c3)OCO4)ccc21 returned UBC9 SUMO inh 7, MEKK2wt PB1 HTS 112, MEKK2 mut-MEK5 6 and NALP1 inh 31.
`NS(=O)(=O)c1ccc2nc(NC(=O)C3=COCCO3)sc2c1` gave UBC9 SUMO inh 6, MEKK2wt PB1 HTS 97, MEKK2 mut-MEK5 -4, PfM18AAP inh 0, IMP-1 inh -1.6, VIM-2 inhibitor 1.3, FID counter -11, HCV NS3 hel inh 8 and NALP1 inh 12.
Screening O=C(NC1CCCC1)C1CCCN1C(=O)Nc1ccccc1Cl (stereo not drawn) returned UBC9 SUMO inh 18, PfM18AAP inh -3, IMP-1 inh -3.3, VIM-2 inhibitor -1.7, FID counter 1, HCV NS3 hel inh 4 and NALP1 inh 22.
`O=C(O)c1nn(CCOc2ccccc2F)c(=O)c2ccccc12` gave UBC9 SUMO inh 16, MEKK2wt PB1 HTS 95, MEKK2 mut-MEK5 0, PfM18AAP inh 9, IMP-1 inh -3.5, VIM-2 inhibitor 0.3, FID counter -23, HCV NS3 hel inh -2 and NALP1 inh 14.
Cc1ccc(NC(=S)N2CCN(CCN3C(=O)c4cccc5cccc(c45)C3=O)CC2)cc1 was read as UBC9 SUMO inh 6, MEKK2wt PB1 HTS 98, MEKK2 mut-MEK5 1, PfM18AAP inh -9, IMP-1 inh -6.8, VIM-2 inhibitor 8.1*, FID counter 8, HCV NS3 hel inh 1 and NALP1 inh -9.

Gathered by group, the compounds so far with fluorine (4)
For CCOC(=O)N1CCN(C(=O)C2CC(c3ccc(F)cc3)=NO2)CC1 (stereo not drawn) the results were UBC9 SUMO inh -3, MEKK2wt PB1 HTS 92, MEKK2 mut-MEK5 -1, PfM18AAP inh -12, IMP-1 inh -4.0, VIM-2 inhibitor 0.1, FID counter -10, HCV NS3 hel inh 8 and NALP1 inh -19.
For Cc1nn(-c2nc(-c3ccco3)cc(C(F)(F)F)n2)c(C)c1Cl the results were UBC9 SUMO inh 3, MEKK2wt PB1 HTS 101, MEKK2 mut-MEK5 4, PfM18AAP inh 2, IMP-1 inh -0.4, VIM-2 inhibitor -4.6, FID counter 2, HCV NS3 hel inh -6 and NALP1 inh 12.
For CC(C)c1nnc(NC(=O)CCS(=O)(=O)c2nc(-c3cccs3)cc(C(F)(F)F)n2)s1 the results were UBC9 SUMO inh 6, MEKK2wt PB1 HTS 102, MEKK2 mut-MEK5 1, PfM18AAP inh -6, IMP-1 inh -1.6, VIM-2 inhibitor 0.3, FID counter -1, HCV NS3 hel inh -1 and NALP1 inh -6.
`O=C(O)c1nn(CCOc2ccccc2F)c(=O)c2ccccc12` gave UBC9 SUMO inh 16, MEKK2wt PB1 HTS 95, MEKK2 mut-MEK5 0, PfM18AAP inh 9, IMP-1 inh -3.5, VIM-2 inhibitor 0.3, FID counter -23, HCV NS3 hel inh -2 and NALP1 inh 14.
